# Source: PubChem BioAssay (several laboratories)
# HePTP inhibitor – blocks human HePTP tyrosine phosphatase | recombinant HePTP phosphatase activity, OD absorbance | inhibition, % at 20 µM | 110,000 compounds, 0.64% hits; in the data active means inhibition above about 50%;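 further: plate controls were vehicle for no effect and reference inhibitor for full effect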
# Target sequence (P35236 whole entry, looked up): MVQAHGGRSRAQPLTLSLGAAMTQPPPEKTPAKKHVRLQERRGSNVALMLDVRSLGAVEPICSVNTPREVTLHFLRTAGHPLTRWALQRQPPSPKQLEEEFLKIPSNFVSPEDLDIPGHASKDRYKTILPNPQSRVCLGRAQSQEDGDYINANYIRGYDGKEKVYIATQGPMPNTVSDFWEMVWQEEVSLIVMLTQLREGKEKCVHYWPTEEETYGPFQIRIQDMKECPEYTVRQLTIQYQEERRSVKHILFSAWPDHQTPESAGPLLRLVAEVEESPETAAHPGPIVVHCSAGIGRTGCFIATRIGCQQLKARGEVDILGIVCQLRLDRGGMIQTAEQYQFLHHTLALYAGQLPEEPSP
# BAP1 block – inhibitors of human BAP1 deubiquitinase; activity remaining (% of control), % at 20 µM; 72,000 compounds, 0.48% hits; Q92560; recombinant BAP1, Ub-AMC hydrolysis fluorescence kinetic; stronger effect = lower value;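 active means activity remaining at or below 50% of control, provided the compound also passes the data quality filters; inactive means the rest, including low values that fail the filters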;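 further: 100% = DMSO wells rate and 0% = substrate alone blank rate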
# Target sequence (Q92560 whole entry, looked up): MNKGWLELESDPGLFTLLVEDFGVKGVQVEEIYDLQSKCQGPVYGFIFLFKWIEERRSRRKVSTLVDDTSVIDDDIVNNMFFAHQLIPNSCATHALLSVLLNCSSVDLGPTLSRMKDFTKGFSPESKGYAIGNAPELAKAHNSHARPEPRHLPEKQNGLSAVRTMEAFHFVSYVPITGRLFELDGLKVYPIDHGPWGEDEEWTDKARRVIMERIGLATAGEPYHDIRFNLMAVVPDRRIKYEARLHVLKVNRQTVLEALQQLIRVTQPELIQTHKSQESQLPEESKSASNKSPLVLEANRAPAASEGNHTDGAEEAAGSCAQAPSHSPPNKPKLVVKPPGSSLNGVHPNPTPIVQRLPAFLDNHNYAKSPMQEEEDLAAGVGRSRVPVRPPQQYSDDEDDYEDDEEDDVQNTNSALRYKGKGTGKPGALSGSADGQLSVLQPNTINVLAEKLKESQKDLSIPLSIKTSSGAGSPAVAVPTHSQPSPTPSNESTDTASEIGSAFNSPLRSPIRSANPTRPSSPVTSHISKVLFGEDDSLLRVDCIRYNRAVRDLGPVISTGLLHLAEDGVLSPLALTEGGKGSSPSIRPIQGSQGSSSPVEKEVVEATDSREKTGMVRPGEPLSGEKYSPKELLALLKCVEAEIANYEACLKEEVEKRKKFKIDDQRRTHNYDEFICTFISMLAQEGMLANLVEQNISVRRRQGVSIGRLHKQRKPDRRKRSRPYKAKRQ
# An asterisk follows results filed as active; nt = not tested or not shown; & = joins results of further samples.
SMILES,HePTP inhibitor,BAP1 block
COc1ccc(C2=NC(=Cc3ccc(Br)cc3)C(=O)O2)cc1,-16,nt
COc1ccc2c(c1)CCC/C2=N/NC(=O)c1ccoc1C,5,nt
CC1(C)Cc2c(sc3nc(SCC(=O)NCc4ccco4)n(-c4ccccc4)c(=O)c23)CS1,-4,65
Cc1cccn2c(=O)c(/C=C3\SC(=S)N(CC4CCCO4)C3=O)c(NCCc3ccccc3)nc12 (stereo unspecified),-2,nt
CC(C(=O)NC1=NCCS1)(C(F)(F)F)C(F)(F)F,-7,71
COc1ccccc1CNS(=O)(=O)c1cc(C)ccc1OC,-6,60
Cc1c(C(=O)Nc2ccccn2)oc2ccccc12,-3,nt
N#Cc1nc(-c2ccccc2)oc1N1CCCCC1,-1,nt
CC(=O)c1cccc(NC(=O)N2CCC(c3nnc(SCC(N)=O)n3C)CC2)c1,9,111
CCOc1cc(NC(=O)c2ccco2)c(OCC)cc1NC(=O)Cc1ccc(OC)c(OC)c1,10,237
COc1ccccc1CNc1ccc(N2CCCCC2)cc1,7,126
CC(C)NC(=O)CSc1nnc(-c2ccc(S(=O)(=O)N3CCCC3)cc2)n1CC1CCCO1 (stereo unspecified),2,97
COc1cccc(C(=O)Oc2cccc(N3C(=O)C4C5CCC(C5)C4C3=O)c2)c1 (stereo unspecified),nt,106
Cc1nn(-c2ccccc2)c(N2CCCC2)c1/C=N/n1cnc2scc(-c3ccccc3)c2c1=O,6,nt
O=C(Nc1ccccc1C(=O)NCCCn1ccnc1)c1ccccc1,15&-6,69
COC(=O)C1=NNC2(C)C(=O)N(c3ccccc3OC)C(=O)C12 (stereo unspecified),2,nt
COc1nc(-c2ccccc2)ccc1-c1noc(-c2cccnc2)n1,11,nt
CC/C(CNC(=O)c1ccccc1)=N/NC(=O)CN(CC)c1ccccc1,-6,nt
CCOC(=O)c1c(C)nc(-c2ccccc2)nc1N,2,122
COc1ccc(N2CCN(c3oc(-c4ccc(OC)c(OC)c4)nc3C#N)CC2)cc1,6,nt
C=CCOC(=O)C1=C(C)N(C)C(=O)NC1c1cc2c(cc1Br)OCO2 (stereo unspecified),2,104
O=C(CCCN1CCC(O)(c2ccc(Cl)cc2)CC1)c1ccc(F)cc1,-6,91&84
O=C(NC12CC3CC(CC(C3)C1)C2)C1CC(=O)N(c2ccccc2)C1 (stereo unspecified),2,nt
CC(O)c1ccc(NC(=O)c2cnn3c2NC(c2ccco2)CC3C(F)(F)F)cc1 (stereo unspecified),nt,105
Cc1nc2nc(SCC(=O)N3CCOCC3)nn2c(C)c1Cc1c(F)cccc1Cl,4,nt
O=c1oc(-c2ccc(Br)cc2)nc2cc(Cl)ccc12,-1,nt
O=C1c2ccccc2C(=O)N1CCc1nc2ccccc2c(=O)n1-c1nccs1,4,nt
CN(C)c1ccc(NC(=O)Nc2ccc3snnc3c2)cc1,7,101
O=[N+]([O-])c1cccc(CN2CCN(S(=O)(=O)c3ccc(Cl)cc3)CC2)c1,102*,nt
O=[N+]([O-])c1ccc(C=Nc2ccc(OC(F)(F)F)cc2)cc1,12,nt
CCCC(=O)Nc1cc(-c2nc3ncccc3o2)ccc1C,2,nt
O=C1c2ccccc2C(Nc2ccc3c(c2)OCCO3)N1Cc1ccc2c(c1)OCO2 (stereo unspecified),-1,94
Cc1ccc(N2CCN(C(=O)Nc3ccc(Cl)cc3)CC2)cc1,-8,nt
O=C(NC(Cc1ccccc1)Cc1ccccc1)c1ccccc1Br,-13,nt
CCOC(=O)C1=CN(c2ccc(OCC)cc2)C=C(C(=O)OCC)C1c1cccs1,-4,nt
Cc1cccc(-n2nnc(C(=O)NCc3ccccc3)c2N)c1,4,93
O=C(CNS(=O)(=O)c1cccc2nsnc12)NC1CCCCC1,-1,nt
Cc1cc2c(c(=O)n1CCN(C)C)C(c1ccc(Br)cc1)C(C#N)=C(N)O2 (stereo unspecified),3,107
O=C(c1ccco1)N1CCN(C(=O)c2cccc3c2C(=O)N(Cc2cccnc2)C3)CC1,-7,104
CCCn1c(CCC(=O)O)ccc1-c1cccs1,0,nt

# By substructure, the entries above with fluorine
SMILES,HePTP inhibitor,BAP1 block
CC(C(=O)NC1=NCCS1)(C(F)(F)F)C(F)(F)F,-7,71
O=C(CCCN1CCC(O)(c2ccc(Cl)cc2)CC1)c1ccc(F)cc1,-6,91&84
CC(O)c1ccc(NC(=O)c2cnn3c2NC(c2ccco2)CC3C(F)(F)F)cc1 (stereo unspecified),nt,105
Cc1nc2nc(SCC(=O)N3CCOCC3)nn2c(C)c1Cc1c(F)cccc1Cl,4,nt
O=[N+]([O-])c1ccc(C=Nc2ccc(OC(F)(F)F)cc2)cc1,12,nt

# Profiles, looked up by structure.
# CCCn1c(CCC(=O)O)ccc1-c1cccs1 as listed: HePTP inhibitor = 0; BAP1 block = nt
# CCOC(=O)C1=CN(c2ccc(OCC)cc2)C=C(C(=O)OCC)C1c1cccs1 as listed: HePTP inhibitor = -4; BAP1 block = nt
# O=C(c1ccco1)N1CCN(C(=O)c2cccc3c2C(=O)N(Cc2cccnc2)C3)CC1 as listed: HePTP inhibitor = -7; BAP1 block = 104

# (continued)
SMILES,HePTP inhibitor,BAP1 block
CN1CC2(C(=O)c3ccccc3)CN(C)CC(C(=O)c3ccccc3)(C1)C2,-8,105
O=C(CCCOc1ccccc1)N1CCCc2ccccc21,-10,nt
Cc1cc(C)c(NC(=S)NC(=O)c2ccccc2C)c(C)c1,-6,nt
Cc1cccc(NC(=O)c2ccc(NC(=O)COc3ccc(Cl)cc3Cl)cc2)c1,6,nt
COC(=O)C(NC(=O)c1ccco1)(Nc1nc(C2CC2)cs1)C(F)(F)F (stereo unspecified),14,112
COc1ccc2c(c1)OCC/C2=N/OC(=O)c1cccc(F)c1,-8,nt
CC(C)(C)c1cnc(NC(=O)c2ccccc2O)s1,3,nt
COc1ccc(OC)c(/C=C/C(=O)c2cccc([N+](=O)[O-])c2)c1,6,nt
Cc1ccc2cc(C)c(SCC#N)nc2c1,3,97
CCOc1ccccc1NC(=O)C1=C(C)NC(=O)NC1c1cccc(OC)c1OC (stereo unspecified),4,107
O=C(NCCNc1ccc([N+](=O)[O-])cc1)c1cccnc1,8,nt
COCCn1c(CN2CCN(C)CC2)nc2c1c(=O)n(C)c(=O)n2C,3,103
Cc1ccc(NC(=O)CCCOc2ccccc2)cc1,4,nt
Cc1cc(C)c(NC(=O)C2CSCCS2)c(C)c1 (stereo unspecified),-1,127
O=C(CCN1CCc2ccccc21)c1ccc2c(c1)OCCO2,4,103
COc1ccc(CNC(=O)c2cccs2)cc1,3,95
COC(=O)c1cc(Nc2cc(C)nc3ncnn23)cc(C(=O)OC)c1,6,87
COc1ccc(OC)c(-n2cnc3cc(C(=O)NCCCN4CCOCC4)ccc32)c1,nt,104
COc1cc(/C=N/c2oc(C)c(C)c2C#N)ccc1O,-1,nt
COC(=O)CNC(c1ccccc1)c1cc(Br)ccc1NC(=O)OCc1ccccc1 (stereo unspecified),-16,nt

# Rewritten with values under each structure: two of the compounds above.
# Each structure is followed by: HePTP inhibitor	BAP1 block
- COC(=O)c1cc(Nc2cc(C)nc3ncnn23)cc(C(=O)OC)c1
    6	87
- COC(=O)C(NC(=O)c1ccco1)(Nc1nc(C2CC2)cs1)C(F)(F)F (stereo unspecified)
    14	112

# Continued.
SMILES,HePTP inhibitor,BAP1 block
COc1ccc(C(=O)NNC2=Nc3cccc4cccc2c34)cc1,-8,nt
FC(F)(F)C(F)(F)C(F)(F)c1nnc2ccc(N3CCOCC3)nn12,-9,88
CC(CN1CCCCC1)C(=O)c1ccccc1 (stereo unspecified),5,nt
O=C1NC(=Nc2ccccc2)S/C1=C/c1ccc(-c2cccc(Br)c2)o1,7,nt
COc1ccc(-c2cc3nc(C)c(CCC(=O)N4CCCCC4)c(C)n3n2)c(OC)c1,0,77
C/C(=N/N)c1ccc(-c2ccccc2)cc1,-3,nt
CC(C)COC(=O)N1CCCC1C(=O)Nc1nccs1 (stereo unspecified),9,106
O=C(c1n[nH]c(=O)c2ccccc12)N1CCN(c2ccc(F)cc2)CC1,4,111
CCOC(=O)C1CCN(C(=O)COC(=O)CCOc2ccc(C)cc2)CC1,4,117
O=C(CSc1nnc(-c2ccccc2)n1-c1ccccc1)NCc1ccco1,6,nt
Brc1ccc2nc(CSc3ncn[nH]3)cn2c1,6,105
OCCn1c(-c2ccc3c(c2)OCO3)csc1=Nc1ccccc1,12,91
COc1cc(/C=C2/C(=O)NN(c3ccc(F)c(Cl)c3)C2=O)ccc1OC(C)=O,13,nt
COc1ccc(C2NC(=O)NC(C)=C2C(=O)Nc2ccc(Cl)cc2)cc1 (stereo unspecified),-3,nt
Nc1cc(C(=O)O)ccc1N1CCCCCC1,8,75
CCOc1cc(C=C2C(=O)NC(=S)NC2=O)cc(Br)c1OCCOc1ccccc1C,12,nt
O=C1C(=O)N(CCN2CCOCC2)C(c2ccccn2)/C1=C(/O)c1ccc(F)cc1 (stereo unspecified),8,102
CCn1c(SCc2nc3ccccc3[nH]2)nnc1-c1ccccc1OC,0,93
C=CCN1C(=O)NC(=O)/C(=C\c2ccc(OCc3ccc(Cl)cc3)c(OC)c2)C1=O,6,nt
N#Cc1c(NC(=O)COC(=O)C2CC3C=CC2C3)oc(-c2ccccc2)c1-c1ccccc1 (stereo unspecified),-2,28*
COc1ccc(C)cc1CCC(=O)O,3,nt
N#Cc1ccc2ccn(CC(=O)NC3CCCCC3)c2c1,6,100
Cc1ccnc(N2CCC(C(=O)Nc3ccc4c(c3)OCO4)CC2)n1,-7,95
c1ccc(CCn2nnnc2C(c2cccs2)N2CCN(Cc3ccc4c(c3)OCO4)CC2)cc1 (stereo unspecified),5,72
N#CC(C(=O)O)=C1CCCC1,10,100
COc1ccc(C(=O)n2cnc(N)n2)cc1,-4,74&111
O=C(Nc1ccccc1)C1C2/C=C\CCCCC21 (stereo unspecified),2,nt
COC(=O)CN1C(c2cc(OC)c(OC)c(OC)c2)=Nc2ccc(Br)cc2C1c1ccccc1 (stereo unspecified),10,nt
CN(C)c1ccc(C2/C(=C(\O)c3ccccc3)C(=O)C(=O)N2CCCC(=O)O)cc1 (stereo unspecified),3,nt
CCN1CCC(=NNS(=O)(=O)c2ccc(Cl)cc2)CC1,1,nt
Cc1cc(N2CCCC2=O)cc(C)c1S(N)(=O)=O,13,73
Cc1noc(C)c1S(=O)(=O)N1CCCC(C(=O)N2CCC(C)CC2)C1 (stereo unspecified),2,101
CN(Cc1ccccc1)C(=O)CCn1c(=O)oc2ccccc21,4,86
O=C(O)c1ccc(Nc2nc(-c3ccccc3)c3cc(Cl)ccc3n2)cc1,-4,nt
O=C(Nc1cc(C(F)(F)F)ccc1Cl)C1CC(=O)N(c2ccc(F)cc2)C1 (stereo unspecified),4,nt
O=C(Nc1ccc2nn(-c3ccccc3)nc2c1)c1ccc([N+](=O)[O-])cc1,-12,nt
CCCCOc1ccc(-c2nc(N)n[nH]2)cc1,3&1,nt
Cc1ccc(/C=N/NC(=O)c2ccc(C(=O)N/N=C/c3ccc(C)o3)o2)o1,12,nt
COc1ccc(CNC(=O)Cc2ccc(OC)c(S(=O)(=O)N3CCOCC3)c2)cc1,3,100
CC1(C(=O)n2nnc3ccccc32)CC2C=CC1C2 (stereo unspecified),7,nt
O=C(Nc1cccc2ccccc12)C1C(c2ccccc2)=C1c1ccccc1,4,nt
Clc1ccc(Cn2ncc3c(NCc4ccco4)ncnc32)c(Cl)c1,-5,169
NC(=O)c1cccc(NC(=O)CCC(=O)O)c1,-3,nt
CN(C)CCCOC(=O)c1sc2ccccc2c1Cl,nt,226
CC(C)CCN1C(=O)c2ccc(C(=O)NCc3ccco3)cc2C1=O,4,64
O=C(O)c1n[nH]c2c1CCCC2,-6,106
O=C(O)CN=C(NS(=O)(=O)c1ccc(Cl)cc1)c1ccccc1,-2,nt
CC(=O)N/C(=C\c1ccc(F)cc1)C(=O)NC(C(=O)O)C(C)C (stereo unspecified),-13,nt
COC(=O)c1c(NC(=O)/C=C\C(=O)O)sc(C)c1C,6,nt
COc1cc(/C=N/n2c(C)nnc2-n2nc(C)cc2C)cc(I)c1O,-4,nt
O=C(O)c1ccc(NC(=O)c2ccc(Cl)c(S(=O)(=O)N3CCOCC3)c2)cc1,-6,nt
COc1ccc(NC(=O)c2cnc3sccn3c2=O)cc1,9,82
O=C(Nc1cccnc1)c1scc2c1OCCO2,-1,102
CCC1(CC)Cc2ccccc2C(=O)N1,nt,63
Cc1cc(NC(=O)CSC2=NCCS2)no1,14,84
O=C(Nc1cccc(NC(=O)c2ccccc2[N+](=O)[O-])c1)c1ccco1,-1,nt
COCCCNC(=O)c1ccc(NC(C)=O)cc1,0,nt
CC(O)C(=O)NS(=O)(=O)c1ccc(C(C)C)cc1 (stereo unspecified),12,nt
COc1cccc(C(=O)NC2CCN(C(=O)N3CCCCC3)CC2)c1,3,85
CCOC(=O)C1=C(O)/C(=C/c2ccc(O)c(OC)c2)SC1=Nc1ccc([N+](=O)[O-])cc1,5,nt

# Further compounds:
SMILES,HePTP inhibitor,BAP1 block
CCOC(=O)C1=C(C)NC(=S)NC1c1c(OC)ccc2ccc(OC)cc12 (stereo unspecified),-3,104
Cc1ccc(CNC(=O)c2ccc(N(C)S(=O)(=O)c3ccccc3)cc2)cc1,-10,nt
CCn1c(=NC(=O)CSC(C)=O)sc2cc(F)ccc21,-10,95
COc1ccc(Nc2nc(N3CCCCC3)nc(N3CCCCC3)n2)c(OC)c1,12,102
CCC(C)Sc1nc2c(cnn2-c2ccc(C)c(C)c2)c(=O)[nH]1 (stereo unspecified),2,76
CC(=O)Nc1ccc(NC2(C)C(=O)c3ccccc3C2=O)cc1,-1,103
COc1cc(/C=N\NC(=O)c2ccc(Br)cc2)ccc1OCc1ccccc1,-14,nt
O=C(Cn1c(CN2CCCCC2)nc2ccccc2c1=O)NC1CCCCC1,-5,nt
COc1cccc2[nH]c3c(=O)n(CCN(C)C)cnc3c12,-3,578
O=C(Nc1cccc(NC(=O)c2ccc(Cl)cc2Cl)c1)c1cc2ccccc2o1,-8,nt

# Rows were taken by chance. About 0.79% of those tested had a hit in this group.
